# Bioassay records deposited in PubChem by National Center for Advancing Translational Sciences (NCATS).
# GRP78 ERSR act: inducers of ER stress response in human glioma cells; U87-MG GRP78 promoter luciferase reporter, 16 h; Potency, µM, for the others: at the top dose activation, most hits filed as activators; hit rate 0.02% among 420,000; note: potency is the fitted concentration of half-maximal effect; series mostly up to about 76 µM; % of control where 0% means no effect; nearly all actives have a fitted effect of over 35% in size
#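 ERSR induction read as luciferase luminescence (Bright-Glo, 10 min at room temperature) in stably transfected human U87-MG glioma cells exposed to compounds for 16 h, using GRP78 as sensor.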
# D1 antagonist: antagonists of human D1 dopamine receptor. HEK293 TREx D1 cells, calcium flux, dopamine EC80; hits give low values. activity change, negative = inhibition, % at 10 µM. hit rate 3.2% among 360,000. P21728; in the data active = activity change below about -30%; note: % is set by controls: 0 for no effect and ±100 for the full control effect
# Target sequence (P21728 whole entry, looked up): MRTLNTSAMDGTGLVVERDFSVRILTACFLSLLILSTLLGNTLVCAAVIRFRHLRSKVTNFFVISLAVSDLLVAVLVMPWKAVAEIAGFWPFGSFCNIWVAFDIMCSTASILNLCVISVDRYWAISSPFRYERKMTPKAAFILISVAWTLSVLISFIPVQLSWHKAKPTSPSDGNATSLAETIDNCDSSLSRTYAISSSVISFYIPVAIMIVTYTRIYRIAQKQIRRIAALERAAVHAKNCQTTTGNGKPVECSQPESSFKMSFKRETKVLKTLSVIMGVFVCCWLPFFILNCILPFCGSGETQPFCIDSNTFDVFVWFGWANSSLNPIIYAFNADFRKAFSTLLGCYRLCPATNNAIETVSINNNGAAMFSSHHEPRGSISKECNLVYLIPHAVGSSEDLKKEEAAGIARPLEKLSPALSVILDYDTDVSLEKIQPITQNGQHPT
#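 Compound effects on dopamine-evoked calcium signalling were measured in tetracycline-induced HEK293 Trex D1 cells. Dopamine at EC80 followed a 180 s compound pre-read, and fluorescence was tracked kinetically for 180 s more.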
# D2 PAM: D2 dopamine receptor (human) potentiation; HEK293 T-REx D2, calcium flux, EC20 dopamine potentiation; potentiation, % at 10 µM; hit rate 0.34% among 340,000; AID 485347;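 active = potentiation over 3 SD above the plate norm, cut at about 30% in these data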; note: 0% is about no effect
#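 Tetracycline-induced HEK293 T-REx cells force-coupled to calcium signalling expressed D2; compounds were pin-added after a 10 s baseline, read kinetically 180 s, then an EC20 dopamine challenge followed with a further 180 s calcium read.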
# Vif-APOBEC3G blk: Vif-A3G binding inhibition | AID 602310 | Q9HC16 | Potency, µM (titrated, usually from 46.1 µM), without a hit: top-dose activity, negative = active, actives largely listed as inhibitors | HeLa A3G-eYFP + Vif (tagged APOBEC3G with the HIV-1 protein that degrades it), YFP fluorescence, overnight | hit rate 0.076% among 410,000;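 note: potency is the fitted concentration of half-maximal effect; % is set by controls: 0 for no effect and ±100 for the full control effect; nearly all actives have a fitted effect of over 60% in size; hits raise eYFP signal because A3G escapes Vif-driven loss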
# Target sequence (Q9HC16 whole entry, looked up): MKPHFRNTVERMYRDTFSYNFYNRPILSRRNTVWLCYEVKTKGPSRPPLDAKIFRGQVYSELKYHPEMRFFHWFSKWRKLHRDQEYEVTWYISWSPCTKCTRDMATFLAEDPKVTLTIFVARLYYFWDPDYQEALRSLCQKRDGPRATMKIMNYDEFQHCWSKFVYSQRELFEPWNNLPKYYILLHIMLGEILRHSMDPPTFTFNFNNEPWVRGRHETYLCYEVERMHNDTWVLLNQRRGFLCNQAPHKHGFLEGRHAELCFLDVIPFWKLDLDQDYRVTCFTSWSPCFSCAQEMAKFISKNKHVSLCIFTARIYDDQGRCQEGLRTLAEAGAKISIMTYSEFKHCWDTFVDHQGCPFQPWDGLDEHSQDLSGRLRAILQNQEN
#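 Read-out is eYFP fluorescence (Ex 488/Em 500-530) from Vif-expressing HeLa A3G-eYFP cells; more signal means A3G escaped Vif-mediated degradation. Cells plated overnight, compound pinned in, incubated overnight at 37 deg C.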
# D1 PAM: potentiators of human D1 dopamine receptor. HEK293 TREx D1 cells, calcium flux, dopamine EC20 potentiation. potentiation, % at 10 µM. hit rate 0.036% among 360,000. AID 504651; in the data active = potentiation above about 30%; note: 0% is about no effect
# RXFP1 antagonist: RXFP1 (human) relaxin receptor antagonism | Q9HBX9 | HEK293-RXFP1, relaxin-stimulated cAMP HTRF, 30 min; hits give low values | activity change, negative = inhibition, % at 57.5 µM | hit rate 0.59% among 350,000 | AID 1259400;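 active = activity change of -60% or lower, but not beyond a set lower limit; inconclusive = change between -60% and -40%, or beyond the set limit; inactive = change above -40%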; note: % is set by controls: 0 for no effect and ±100 for the full control effect
# D1 agonist: agonists of human D1 dopamine receptor; hit rate 1% among 360,000; activation, % at 2 µM; P21728; HEK293 T-REx D1 cells, calcium flux, agonist mode; in the data active = activation above about 30%; note: 0% is about no effect
#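 Agonism was scored from calcium flux recorded over 180 s (1 read/s) after pintool compound addition, following a 10-cycle baseline. Cells were inducible force-coupled HEK293 TREx D1, plated overnight at 30 C and loaded with no-wash calcium dye.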
# RXFP1 ag: RXFP1 (human) receptor agonism; Q9HBX9; HEK293T-RXFP1 cAMP TR-FRET, 30 min; response scale: percent of porcine relaxin response, buffer zero; Potency, µM (titrated, usually from 57.5 µM), for the others: top-dose activation, most hits filed as activators; hit rate 0.3% among 370,000; AID 2676; note: potency is the fitted concentration of half-maximal effect; % is set by controls: 0 for no effect and ±100 for the full control effect; nearly all actives have a fitted effect of over 60% in size; many of its hits are not listed in these tables
#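 HEK293T cells stably expressing RXFP1 were pretreated with the PDE4 inhibitor Ro 20174, exposed to compounds for 30 min at 37C, lysed, and cAMP was read by TR-FRET. Data normalized to buffer (basal) and 29 nM porcine relaxin (100%).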
# Vif-APOBEC3F blk: Vif-A3F binding inhibition; hit rate 0.2% among 390,000; Potency, µM (titrated, usually from 46.1 µM), for the others: at the highest dose activity, negative = active; AID 602313; HeLa A3F-eYFP + Vif (tagged APOBEC3F with the HIV-1 protein that degrades it), YFP fluorescence increase; note: potency is the fitted concentration of half-maximal effect; % of control where 0% means no effect; nearly all actives have a fitted effect of over 65% in size
#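 Fluorescence increase (Ex 488/Em 500-530) after overnight compound treatment at 37 deg C flags inhibition of Vif-driven A3F-eYFP loss in stable HeLa A3F-eYFP/Vif cells seeded overnight beforehand.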
# Numbers without * were called inactive; ? = inconclusive; / = not tested or not shown. Unless noted, calls come from the whole dose curve; as a rule, active = well fitted curve in the direction sought with a large enough effect; inconclusive = small, poorly fitted or top-dose-only effect, or another doubt; inactive = no such curve, though single readings can be large; an effect the other way counts as inactive or inconclusive.
# Under each structure – GRP78 ERSR act	D1 antagonist	D2 PAM	Vif-APOBEC3G blk	D1 PAM	RXFP1 antagonist	D1 agonist	RXFP1 ag	Vif-APOBEC3F blk
CCOc1cccc(-c2c(C(=O)N/N=C/c3ccc(Br)cc3)nnn2-c2nonc2N)c1
 : -1%	35	9	-7%	15	-8	26	-2.4%	-2%
CCN(C(=O)c1coc(=O)c2ccccc12)c1ccccc1C
 : -1%	-7	/	2%	1	/	1	0.4%	-6%
CCC(C(=O)Nc1ccc2c(c1)OCCO2)n1nnc2ccccc2c1=O (configuration not stated)
 : 5%	-9	-8	-1%	-1	5	3	7.7%	2%
Cc1cccc(C)c1OC(=O)Cc1ccccc1[N+](=O)[O-]
 : -6%	-27	-2	-5%	-2	-6	1	-0.1%	-1%
CC(C)Cn1nc(C(=O)N2CCc3ccccc32)c2ccccc2c1=O
 : -4%	0	8	-12%	4	-14	2	1.0%	6%
CCCNC(=O)N1CCN(C(=O)NCCC)CC1
 : -8%	0	-5	-8%	-6	5	2	0.8%	5%
O=C(Nc1cccc(S(=O)(=O)N2CCOCC2)c1)c1ccc(N2CCCC2=O)cc1
 : 2%	5	-12	-1%	-6	-12	1	0.8%	3%
CCOc1ccccc1N(CC(=O)O)S(=O)(=O)c1ccccc1
 : -4%	-20	-12	2%	-10	2	3	0.6%	0%
CN(CCc1ccccn1)c1ccccc1
 : 3%	/	/	-7%	/	-11	/	/	-10%
CCc1cccc(NC(=O)c2cc(S(=O)(=O)N3CCCCCC3)cn2C)c1
 : 0%	-4	-4	0%	-1	/	6	0.3%	-1%
COc1ccc(CCNC2=C(Cl)C(=O)N(Cc3ccccc3)C2=O)cc1OC
 : -5%	-6	9	-2%	0	-4	6	5.5%	1%
Cc1cc(C)cc(-n2ccnc2SCC(=O)c2c(N)n(C3CC3)c(=O)[nH]c2=O)c1
 : -1%	7	0	4%	/	3	4	0.6%	6%
Cc1nc(N2CCN(S(=O)(=O)c3ccccc3C#N)CC2)c2c(-c3cccs3)csc2n1
 : -5%	-3	6	0%	19	-7	3	3.6%	1%
CC(=O)Nc1cc(S(=O)(=O)C(F)(F)F)ccc1Cl
 : 0%	-4	-6	-2%	0	-3	2	0.5%	/
CCOC(=O)c1c(NC(C)=O)c2c3c(sc2n1Cc1nc(-c2ccc(Cl)cc2)oc1C)CCCC3
 : /	8	-2	/	0	8	0	-3.6%	/
CN(CCC#N)C(=O)COC(=O)c1ccc2c(c1)C(=O)N(C1CCCCC1)C2=O
 : -1%	-30	17	3%	-3	-4	7	-1.1%	2%
Cc1oc(-c2ccccc2F)nc1CN1CCC(C(=O)NC2CC2)CC1
 : 2%	21	9	-2%	-1	-4	1	-1.5%	0%
O=C(NNC(=S)Nc1ccccc1C(F)(F)F)c1cccnc1
 : -3%	/	8	-2%	-4	-26	0	-1.8%	7%
Cc1nn(C)cc1S(=O)(=O)N1CCCCC1C (configuration not stated)
 : -2%	6	-1	3%	2	8	2	-0.3%	0%
COc1ccc(CCN2C(=O)CC(C(N)=O)SC2=Nc2ccccc2)cc1 (configuration not stated)
 : -4%	-16	/	-2%	2	-12	2	1.9%	-4%
CN(C)S(=O)(=O)c1cccc(NC(=S)N/N=C/C2CC=CCC2)c1 (configuration not stated)
 : 7%	-2	25	2%	11	-12	0	3.0%	1%
O=C(CNC(=O)c1ccccc1Br)N/N=C/c1cc(Br)ccc1O
 : 0%	-19	-7	-1%	1	-7	-2	13%	-4%
O=C(C1COc2ccccc2O1)N(Cc1cccnc1)c1nc2ccc(Cl)cc2s1 (configuration not stated)
 : -2%	/	5	2%	-2	0	4	1.4%	-2%
CN1CCN(C(=O)c2ccc(COc3ccc(Cl)cc3Cl)cc2)CC1
 : 0%	-55*	/	-13%	-9	6	26	0.0%	0%
Cc1ccc2nc(NC(=O)C3CSC4(C)CCC(=O)N34)sc2c1 (configuration not stated)
 : 2%	10	-4	-5%	2	5	-1	0.1%	-13%
CC(C)(C)c1ccc(C(=O)NCc2ccccc2)cc1
 : 1%	-8	/	2%	-4	1	0	-2.1%	-6%
COc1cc(/C=C(\C#N)C(=O)N2CCc3ccccc32)ccc1O
 : 5%	10	4	-7%	-1	-3	7	0.9%	?
Nc1c(Br)cc2c(c1Br)C(O)c1ccccc1-2 (configuration not stated)
 : -5%	/	/	-7%	/	-10	/	/	12%
S=C(Nc1cc(Cl)ccc1Cl)Nn1cnnc1
 : -2%	-6	-2	3%	-3	-5	2	1.5%	7%
O=c1c2c(n3nnnc3n1-c1ccccc1)-c1ccccc1CC21CCCC1
 : -1%	1	4	0%	4	-8	0	-1.3%	0%
Cc1ccsc1C(=O)OCC(=O)NCc1ccccc1
 : 3%	/	/	-6%	/	-4	/	/	0%
Cn1cnnc1SC1c2cccc3cccc(c23)C1NS(=O)(=O)c1ccccc1 (configuration not stated)
 : -3%	23	3	-3%	-1	-10	5	-0.2%	0%
COC(=O)c1ccc[n+](CC(=O)c2ccc(Br)cc2)c1
 : -4%	-35*	15	0%	0	-5	5	0.7%	7%
CC1Cc2cc(S(=O)(=O)NCc3ccc(N(C)C)cc3)ccc2N1C(=O)C1CCC1 (configuration not stated)
 : -3%	-16	6	3%	1	-2	6	-1.7%	-1%
O=C(O)c1ccccc1NS(=O)(=O)c1cccc(-n2sc3ccccc3c2=O)c1
 : -6%	-28	-1	3%	-8	-115*	4	-1.5%	6%
CCOc1ccc(CCNC(=O)C2CCN(S(=O)(=O)CC)CC2)cc1OCC
 : -3%	3	-2	-2%	0	1	0	2.9%	2%
CCOC(=O)c1[nH]cnc1C(=O)Nc1ccccc1C
 : 1%	15	3	-2%	-2	0	9	17%	6%
CCC(=O)c1ccc(OC)c(OC)c1O
 : 4%	21	-1	2%	14	4	1	6.5%	-8%
O=C(OCC1OC2OC3(CCCCC3)OC2C2OC3(CCCCC3)OC12)c1ccccc1 (configuration not stated)
 : -3%	29	13	-7%	5	-4	2	-1.7%	-20%
Nc1cccc(CP(=O)(c2ccccc2)c2ccccc2)c1
 : -5%	3	7	-10%	-4	-7	1	0.4%	-1%
O=C(N=Nc1c(O)[nH]c2ccccc12)c1cc(-c2cccs2)[nH]n1
 : 2%	9	-2	0%	-2	-8	4	2.3%	12%
COc1ccc(NC(=O)CN(C)C(=O)c2cc(-c3ccccc3)nc3ccccc23)cc1
 : -3%	4	-9	-7%	-7	?	-1	0.5%	-28%
CCCS(=O)(=O)N1CCC(C(=O)N2CCOCC2)CC1
 : -1%	-11	-2	3%	1	-1	4	1.9%	-2%
O=C1c2ccccc2CN1CCSC(=S)N1CCSCC1
 : /	-10	2	/	-11	/	3	0.1%	/
Cn1c(SCC(O)c2ccccc2)nnc1-c1ccc2ccccc2c1 (configuration not stated)
 : 5%	5	-1	-5%	-2	-3	0	0.2%	-9%
CN(C)c1ccc(C(=O)/C=C/c2cccnc2)cc1
 : -1%	2	/	?	-12	5	3	0.0%	4%
COc1ccc(Br)cc1CN1CCCC(C(=O)N2CCCCC2)C1 (configuration not stated)
 : -3%	-26	-19	-3%	-7	8	1	1.0%	-1%
C=CCSc1nnc(NC(=O)CSc2nc3ccccc3[nH]2)s1
 : 6%	-6	21	-1%	-4	-1	3	-4.4%	-1%
O=C(Cc1ccc([N+](=O)[O-])cc1)NCCc1ccc2c(c1)OCO2
 : -3%	/	/	-2%	/	-1	/	/	-1%
COc1cccc(CNC(=O)CCNC(=O)N2CCn3c2nc2ccccc23)c1
 : 2%	-10	5	3%	-3	-4	1	-1.7%	-6%
CCc1noc(C)c1C(=O)N1CCCSC1=Nc1ccccc1C(C)C
 : -3%	14	4	-4%	1	-18	0	-1.3%	0%
COc1ccccc1NC(=O)N(C)C[C@@H]1Oc2ncc(Br)cc2C(=O)N([C@H](C)CO)C[C@@H]1C
 : -3%	/	/	2%	/	1	/	/	-1%
COc1ccc([N+](=O)[O-])c(S(=O)(=O)c2ccc(Cl)cc2)n1
 : -15%	-5	1	?	-3	?	2	0.9%	6%
O=C(O)c1cccc(-n2c(/C=C/c3cccc([N+](=O)[O-])c3)nc3ccccc3c2=O)c1
 : 1%	1	10	1%	8	1	0	0.0%	4%
Clc1ccc(Oc2nc(N3CCOCC3)nc(N3CCOCC3)n2)c(C2CCCCC2)c1
 : -6%	/	/	2%	/	9	/	/	-7%
COc1ccccc1NC(=O)C1CCCN(S(=O)(=O)c2cnc[nH]2)C1 (configuration not stated)
 : -2%	9	-6	0%	/	/	2	-0.4%	-4%
Cc1cc(C)n2nnnc2c1C#N
 : -5%	-2	-3	-10%	-1	-16	0	0.2%	/
Cc1ccc2oc(C(=O)Nc3c(C(=O)c4ccc(C)c(F)c4)oc4ccccc34)cc(=O)c2c1
 : -1%	-7	4	6%	2	-2	0	0.2%	1%
Cc1cc(NC(=O)CCC(=O)N(CC(=O)NC2CCCC2)c2ccccc2)no1
 : -2%	5	7	0%	-2	-1	0	-3.0%	1%
O=C(NCCOCCn1c(=O)oc2ccccc21)Nc1cccc(Cl)c1
 : -3%	-11	-12	6%	2	/	2	-1.8%	12%

# Next compounds.
# Under each structure – GRP78 ERSR act	D1 antagonist	D2 PAM	Vif-APOBEC3G blk	D1 PAM	RXFP1 antagonist	D1 agonist	RXFP1 ag	Vif-APOBEC3F blk
O=C(NCCCN1CCOCC1)c1cccc(S(=O)(=O)Nc2ccccc2Cl)c1
 : -1%	-3	4	1%	12	-21	3	-0.2%	-12%
O=C(CSc1nc2ccccc2s1)NNC(=S)Nc1ccc(Br)cc1
 : -3%	-1	-15	0%	-7	?	4	0.9%	5%
CC(C(=O)N1CCN(C2c3ccccc3-c3ccccc32)CC1)N1C(=O)c2ccccc2C1=O (configuration not stated)
 : -4%	10	3	1%	-1	-22	2	-0.2%	-18%
CCCCNC(=O)Nc1cc(C(F)(F)F)c[nH]c1=O
 : 2%	2	27	1%	-4	-8	2	3.5%	-11%
Fc1ccc(-c2csc(-c3ccncc3)n2)cc1
 : 3%	-14	1	-2%	-5	-14	0	2.6%	1%

# The list is partial (hit frequency here may not be typical).
